# Screening results deposited in PubChem BioAssay by National Center for Advancing Translational Sciences (NCATS).
# CXXC DNA block – inhibitors of human MLL CXXC domain-DNA interaction; Q03164; MLL-CXXC / FITC-HOXA9 DNA fluorescence polarization; Potency, µM (series often up to 115 µM), for inactives: top-dose activity change, negative = inhibition, hits mostly inhibitors; hit rate 0.037% among 290,000; active = well fitted inhibition curve with a large enough effect in the polarisation, with a control signal flat, not every such curve was filed as active; inconclusive = small, poorly fitted or top-dose-only effect, or effect the other way, or a change in a side signal; inactive = no such curve, though single readings can be large or run the other way; the % refers to the polarisation; also: potency is read from the fitted curve at half-maximal effect
#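 Steps: dispense CXXC domain solution (7 uM) → pin compounds or unlabeled HOX-A9 DNA control → 5 min ambient → add FLSN-HOX-A9 solution (50 nM) → spin → 30 min ambient → fluorescence polarization. Tris pH 7.5/NaCl/DTT/BSA buffer.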
# TSHR antagonist – human thyrotropin receptor antagonism; TSHR-expressing cells, TSH-stimulated cAMP HTRF, 2 h; active compounds read low; P16473; activity change, negative = inhibition, % at 11.5 µM; hit rate 0.2% among 330,000;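 active = activity change below a set negative limit, meaning inhibition stronger than a set level, cut at about -70% in these data; inconclusive = activity change between two set negative limits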; also: % is scaled to controls: 0 for no effect and ±100 for the full control effect
#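 TSHR-expressing cells, 200/well, pre-treated with compound, then stimulated with EC80 TSH (4nM final) for 2 hours at 37 deg C. cAMP measured by competitive HTRF: anti-cAMP cryptate antibody in lysis buffer plus cAMP-d2, read after 30 minutes at room temperature.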
# GALK inh – inhibitors of human galactokinase. P51570. Purified GALK, Kinase-Glo residual ATP luminescence. Potency, µM (highest dose often 57.5 µM), inactives show top-dose activity change, negative = inhibition, actives largely listed as inhibitors. hit rate 0.007% among 270,000. AID 1868; also: potency is read from the fitted curve at half-maximal effect; % is scaled to controls: 0 for no effect and ±100 for the full control effect
#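 The enzyme phosphorylates galactose (100 uM) using ATP (35 uM); inhibition is detected as higher residual ATP, quantified by bioluminescence after 1 h reaction at room temperature, pH 8.0.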
# BCR signal inh – chronic active BCR signaling inhibition | ABC-DLBCL IkBa-CBG/CBR reporter, luminescence ratio, 4 h | Potency, µM (highest dose often 46.1 µM), inactives show at the top dose ratio change, negative = lower green/red ratio, most hits filed as inhibitors | hit rate 0.05% among 340,000 | AID 493014; active = well fitted inhibition curve with a large enough effect in the signal ratio, with a control signal flat, not every such curve was filed as active; inconclusive = small, poorly fitted or top-dose-only effect, or effect the other way, or a change in a side signal; the % refers to the signal ratio;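 also: potency is read from the fitted curve at half-maximal effect; plate controls were basal doxycycline-induced cells for no effect and cells given 10 µM MG132 for full effect; MG132 reads +100%, hits lower the ratio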
#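 Compounds up to 46 uM were incubated four hours with TMD8 cells whose green CBG68 luciferase is fused to IkappaBalpha; red CBR luminescence normalised the signal, and concentration-effect curves were fitted to fusion, red and ratio data.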
# TCR act – T cell receptor activation; primary human leukocytes, anti-CD3, IL-2 HTRF, 48 h; Potency, µM (series often up to 9.22 µM), without a hit: at the top dose activation of IL-2 secretion, hits mostly activators; 330,000 tested, under 10 active; AID 504894; also: % of control where 0% means no effect
#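 HTRF read-out of IL-2 secretion: europium cryptate donor excited at 320nm, d2 acceptor emission at 665nm. Cells were primary human leukocytes incubated 48 hr with compounds and a-CD3 beads, supplying TCR signal only.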
# Coupling enz – counter-screen for Giardia aldolase inhibitors: coupling enzyme system; coupling enzyme system counterscreen, AmpLite Red fluorescence; activity change, negative = inhibition, % at 58.2 µM, hits read low; hit rate 0.67% among 290,000; in the data active = activity change below about -30%; also: % is scaled to controls: 0 for no effect and ±100 for the full control effect
#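 Compounds tested against the coupling enzymes alone at 57.5 uM final; readout was AmpLite Red fluorescence (525/598 nm) after 20 min at RT.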
# Giardia killer – kills Giardia lamblia; activity change, % at 7.66 µM, hits read low; AID 540267; Giardia lamblia trophozoite viability; hit rate 0.15% among 340,000; in the data active = activity change below about -80%; inconclusive = between about -30% and that limit;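 also: parasites exposed to compound for two days anaerobically before the ATP read; % is scaled to controls: 0 for no effect and ±100 for the full control effect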
#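 Trophozoite viability was measured as ATP-dependent luminescence, read 15-30 min after reagent addition. Before that, parasites at 100 cells/well were exposed to compounds for 48 h, anaerobically, at 37 deg C.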
# AT treatment – candidate therapy for ataxia-telangiectasia. Potency, µM (series often up to 57.5 µM), without a hit: at the top dose activation, usual class: activators. hit rate 0.19% among 320,000. AID 485349. […] A-T fibroblasts, KAP-1 phosphorylation AlphaLISA; neocarzinostatin DNA damage 30 min before lysis; also: potency is read from the fitted curve at half-maximal effect; % of control where 0% means no effect; nearly all actives have a fitted effect of over 45% in size
#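 hTERT-immortalized A-T patient fibroblasts ([…]), 500 cells/well in OPTI-MEM, 1% FBS, got compounds for 60 min, then NCS for 30 min at 37C. Lysates were then assayed for phospho-KAP-1 by AlphaLISA (anti-pKAP1 donor, anti-KAP1 acceptor beads), 6 hr at 25C.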
# hERG WT inh – blocks the wildtype human KCNH2 potassium channel; Q12809; U2OS, BacMam KCNH2, thallium flux FluxOr; active compounds read low; activity change, % at 1.84 µM; hit rate 0.37% among 340,000;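 active = maximum activity change below -70%; inconclusive = maximum activity change between -70% and -50%; inactive = maximum activity change above -50%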; also: % is scaled to controls: 0 for no effect and ±100 for the full control effect
# Target sequence (Q12809 whole entry, looked up): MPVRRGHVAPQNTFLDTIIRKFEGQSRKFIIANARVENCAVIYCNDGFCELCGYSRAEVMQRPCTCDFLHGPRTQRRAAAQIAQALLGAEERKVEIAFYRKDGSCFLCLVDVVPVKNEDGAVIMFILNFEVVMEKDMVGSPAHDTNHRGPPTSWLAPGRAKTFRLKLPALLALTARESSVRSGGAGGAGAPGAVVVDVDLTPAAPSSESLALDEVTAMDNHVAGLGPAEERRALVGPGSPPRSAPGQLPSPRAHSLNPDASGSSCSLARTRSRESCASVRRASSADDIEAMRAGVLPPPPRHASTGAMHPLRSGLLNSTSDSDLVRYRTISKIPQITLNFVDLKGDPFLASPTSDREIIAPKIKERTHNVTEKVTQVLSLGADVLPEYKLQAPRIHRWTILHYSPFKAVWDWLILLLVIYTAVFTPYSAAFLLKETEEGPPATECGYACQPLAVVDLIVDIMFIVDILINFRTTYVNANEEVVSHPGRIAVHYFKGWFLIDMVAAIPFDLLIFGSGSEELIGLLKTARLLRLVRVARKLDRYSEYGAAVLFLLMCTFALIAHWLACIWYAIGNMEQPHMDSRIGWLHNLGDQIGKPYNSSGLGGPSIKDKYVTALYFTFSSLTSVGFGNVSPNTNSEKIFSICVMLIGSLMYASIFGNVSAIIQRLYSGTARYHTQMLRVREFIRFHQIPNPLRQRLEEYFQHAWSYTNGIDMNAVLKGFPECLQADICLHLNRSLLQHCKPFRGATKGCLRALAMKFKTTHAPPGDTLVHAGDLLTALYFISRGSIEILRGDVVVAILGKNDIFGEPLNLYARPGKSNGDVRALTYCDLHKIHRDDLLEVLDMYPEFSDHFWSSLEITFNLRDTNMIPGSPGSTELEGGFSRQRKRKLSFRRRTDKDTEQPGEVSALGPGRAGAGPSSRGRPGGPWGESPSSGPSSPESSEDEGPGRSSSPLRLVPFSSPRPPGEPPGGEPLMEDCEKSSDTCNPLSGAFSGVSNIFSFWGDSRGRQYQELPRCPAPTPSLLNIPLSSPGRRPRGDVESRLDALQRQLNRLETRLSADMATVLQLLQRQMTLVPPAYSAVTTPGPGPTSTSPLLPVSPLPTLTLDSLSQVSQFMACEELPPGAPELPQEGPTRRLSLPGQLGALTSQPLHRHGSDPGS
#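 U2OS cells were transduced with wild-type KCNH2 virus (2.03 x 10^8 / mL) for 4 h at room temperature, then cultured overnight at 37 C. Thallium flux was read with FluxOr dye. Rate constants were normalized to DMSO controls.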
# Tb PFK block – blocks T. brucei phosphofructokinase; O15648; AID 485367; T. brucei PFK, ADP-Glo luminescence; Potency, µM (series often up to 57.5 µM), inactives show top-dose activity, negative = inhibition, most hits filed as inhibitors; hit rate 0.17% among 330,000;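 also: potency is read from the fitted curve at half-maximal effect; 0% = uninhibited 1x PFK enzyme wells and -100% = no-enzyme wells; nearly all actives have a fitted effect of over 60% in size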
#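 Luminescent ADP detection (ADP-Glo, two-step: ATP depletion then ADP-to-ATP conversion for luciferase) reported PFK activity after 45 min room-temperature reaction of 1.25 nM enzyme with 0.5 mM F6P and 0.1 mM ATP at pH 8.0.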
# Starred values were filed as active, the others as inactive; ? = inconclusive; nt = not tested or not shown; [ ] = remark or other dose. Unless noted, calls follow the shape of the dose curve; as a rule, active = well fitted curve in the direction sought with a large enough effect; inconclusive = small, poorly fitted or top-dose-only effect, or another doubt; inactive = no such curve, though single readings can be large; an effect the other way counts as inactive or inconclusive. This is a random part of the collection; overall some 1.6% were active at least once.
SMILES,CXXC DNA block,TSHR antagonist,GALK inh,BCR signal inh,TCR act,Coupling enz,Giardia killer,AT treatment,hERG WT inh,Tb PFK block
Cc1ccc(C)n1-n1c(C)nc2scc(-c3cccs3)c2c1=O,1%,-10,3%,0%,1%,0,4,14%,-3,-6%
COc1cccc(CN2CCN(CCCc3ccccc3)C(CCO)C2)c1OC (stereo not given),-3%,-5,-2%,-9%,2%,-1,-9,1%,46,1%
CCn1nc(C)c(CN2CCCCC2C(=O)Nc2ccc(Oc3cccnc3)cc2)c1C (stereo not given),15%,-1,-3%,?,0%,nt,-4,11%,-2,-6%
O=C(Nc1cc(S(=O)(=O)Nc2ccccc2Cl)ccc1O)c1sc2cc(Cl)ccc2c1Cl,8%,0,-2%,-1%,0%,0,7,0%,4,11%
CC(C)c1nc(SCC(=O)NC2CCCC2)c2ccccc2n1,?,2,7%,-1%,-1%,9,-13,3%,5,5%
CNc1ccc2nnc(C(F)(F)C(F)(F)C(F)(F)F)n2n1,-7%,7,5%,1%,2%,-2,6,5%,6,-7%
COc1ccc(NC(=O)CC(C)=O)c(OC)c1,-2%,13,-1%,-11%,-4%,4,16,-11%,-9,-2%
CCCCC(c1nnnn1CS(=O)(=O)c1ccc(C)cc1)N1CCN(c2ccccc2)CC1 (stereo not given),1%,-5,1%,11%,0%,-1,2,-14%,15,-4%
O=C(NCCc1ccc2c(c1)OCCO2)c1ccccc1F,9%,5,2%,?,-4%[46.1 µM],4,5,-3%,-5,0%
CCCOc1cccc(C(=O)N(Cc2cccs2)C2CCS(=O)(=O)C2)c1 (stereo not given),12%,-2,6%,-1%,-2%,1,3,16%,6,3%
Cc1ccc(F)cc1NC(=O)CCNC(=O)c1ccc([N+](=O)[O-])cc1,7%,1,6%,0%,3%,3,-1,-4%,3,2%
COc1ccc(CCNC(=O)CCNC(=O)c2ccco2)cc1OC,2%,3,0%,0%,-6%,nt,5,-4%,-3,-2%
CCOC(=O)C1(CCOc2ccccc2)CCN(Cc2cccc(OCCO)c2)CC1,-4%,-2,1%,-3%,nt,-2,31[activator],3%,-8,-1%
Cc1c(C(=O)OCC(=O)N2CCCC(C)C2)oc2ccccc12 (stereo not given),nt,1,nt,-9%,-7%,nt,3,1%,20,-8%
COc1cc(S(=O)(=O)N2CCN(Cc3ccccc3)CC2)ccc1Br,0%,-9,2%,?,0%,-1,-13,2%,-5,-4%
O=C(c1cccc(-n2cnnn2)c1)N1CC=C(c2ccccc2)CC1,26%,23,1%,?,3%,0,11,0%,-11,6%
Cc1ccc(S(=O)(=O)CCc2nnc(NC(=O)C3CCCO3)s2)cc1 (stereo not given),2%,-9,3%,?,-4%,0,-26,-4%,-7,2%
CCCCN(C)CCNC(=O)CSCc1ccc(C)cc1,-3%,0,6%,-13%,1%,0,8,1%,6,-2%
O=C(COC(=O)c1nc(Cl)ccc1Cl)c1ccc[nH]1,nt,-1,nt,?,2%,nt,?,-2%,-2,-8%
Cc1ccc2cc(CN(Cc3ccc4c(c3)OCO4)Cc3nnnn3Cc3ccco3)c(=O)[nH]c2c1C,17%,0,0%,?,-1%,0,1,1%,-9,-5%
COc1cc(S(=O)(=O)N2CCC(c3nc4ccccc4s3)CC2)ccc1S(=O)(=O)N1CC(C)CC(C)C1 (stereo not given),-1%,4,-1%,-7%,-5%[46.1 µM],2,-14,3%,-1,-6%
Cc1ccc(NC(=O)CSCC(=O)N2c3ccccc3CCc3ccccc32)cc1,12%,-1,-2%,?,3%,4,-2,1%,2,3%[0.46 µM]
O=C(CCCO)CCCCCCCCC[C@H]1N[C@H](CO)[C@@H](O)[C@@H]1O,2%,-4,nt,-1%,5%,0,-17,10%,-2,2%
CC1(C)NC(=O)N(CC(=O)OCC(=O)Nc2cc(S(=O)(=O)N3CCCCCC3)ccc2Cl)C1=O,?,41,1%,-3%,6%[46.1 µM],-4,-15,9%,3,-2%
COCCNC(=O)Cn1ccc2cc(S(=O)(=O)N3CCCCCC3)ccc21,-1%,-4,1%,2%,2%,nt,2,19%,4,-3%
CCN(Cc1ccccc1)C(=O)COC(=O)Cn1cnc2ccccc21,-2%,-1,-1%,3%,0%,1,4,-2%,5,6%
Cc1cccc(-c2cc3nc(-c4ccccc4)cc(=O)n3[nH]2)c1,-2%,-10,-2%,?,-2%,0,-18,3%,-6,1%
CCOP(=O)(OCC)C(NC(=O)Nc1ccc(Cl)cc1)C(N)=O (stereo not given),11%,-5,-3%,?,0%[46.1 µM],0,-3,1%,2,3%
O=C(CSc1nc(O)cc(=O)n1C1CCCC1)Nc1cccc(Cl)c1Cl,2%,-8,0%,0%,3%,3,3,-8%,-6,-2%
Cc1ccc(-n2ncc3c2CC(C)(C)CC3NC(=O)CCCN2CCCC2=O)cc1 (stereo not given),0%,-10,0%,-22%,2%,nt,-19,11%,-5,-5%
Cc1nnc(NC(=O)CSc2nnc(C)n2Cc2ccccc2)s1,-4%,16,-2%,22%,-2%[46.1 µM],12,-6,nt,-2,-3%
CS(=O)(=O)N1CCN(C(=O)c2ccncc2)CC1,6%,-4,2%,?,4%,2,1,5%,-7,-1%
Cc1c(C)c2cc(Cl)c(OC(C)C(=O)NCCN3CCOCC3)cc2oc1=O (stereo not given),4%,-5,-1%,4%,4%,nt,22,1%,-13,2%
COc1ccccc1Oc1ccc(S(=O)(=O)NCc2ccccn2)cc1,-1%,-4,-1%,?,3%,0,-6,4%,-2,-1%
COc1ccc(OCCn2c(C)c(/C=N/n3cnnc3)c3ccccc32)cc1,32%[activator],17,nt,?,-2%,0,-18,-2%,8,-3%
Cc1ccc(CSc2nnc(CCCCCNC(=O)OC(C)(C)C)o2)cc1,0%,-9,-2%,2%,0%,1,5,3%,-3,2%
O=C(c1ccccc1F)N1CCN(c2ccc([N+](=O)[O-])cc2-n2cccc2)CC1,0%,-5,nt,9%,2%,4,17,-6%,-1,-14%
Cn1c(=O)c2sccc2n2c(CCCC(=O)NC3CCN(Cc4ccccc4)CC3)nnc12,11%,17,3%,-1%,11%,1,14,9%,26,-3%
Nc1c(N2CCCC2)c2ccccc2oc1=O,9%,4,0%,?,-1%,0,7,0%,-7,3%
O=C(Nc1nc(-c2ccc(F)c(F)c2)cs1)c1ccc(OCC2CCCO2)cc1 (stereo not given),-2%,-34,1%,13%,6%[46.1 µM],0,-3,0%,12,-1%
Cc1cc2ncc(-c3ccccc3)nc2cc1C,16%,-12,0%,-5%,-11%,0,5,10%,-1,2%
Cc1cccc(Nc2nnc(SCc3cn4ccsc4n3)s2)c1,18%,-6,5%,-16%,-4%,0,45[activator],0%,3,0%
COc1ccc(Cn2c(=O)c3c(nc(NCCO)n3C)n(C)c2=O)cc1,-9%,24,5%,-8%,7%,1,-18,10%,-10,-4%
COc1ccc2oc(=O)c(C(=O)N3CCN(c4ccccc4)CC3)cc2c1,-1%,-11,4%,?,nt,2,-1,4%,1,-1%
NC(=O)N/N=C/c1cc(Br)ccc1OC(=O)c1ccccc1,155%[activator],-5,1%,0%,10%[46.1 µM],0,-6,3%,-4,-10%
CCOC(=O)Nc1sc(NS(=O)(=O)c2ccccc2)nc1C,-7%,9,4%,1%,-7%,2,17,4%,-7,3%
Cc1ccc(CNS(=O)(=O)c2c(C)[nH]c(C)c2C(=O)N2CCCC2)cc1,28%,7,-2%,0%,-3%,-1,-12,3%,2,1%
Cc1cc(N2CCCC2=O)ccc1S(=O)(=O)N1CCOCC1,?,11,6%,25%,-2%,2,6,0%,1,-2%
CS(=O)(=O)c1ncc(Cl)c(C(=O)Nc2ccc(OC(F)F)cc2)n1,4%,-74*,4%,?,-3%,5,-14,-2%,-5,-9%
COc1ccc(OC)c(N(CC(=O)N2CCCC2)S(C)(=O)=O)c1,3%,5,-2%,?,-15%,0,-2,-6%,1,1%
CCOC(=O)C1=C(C)OC(N)=C(C#N)C1c1ccc(OC)c(C)c1OC (stereo not given),-4%,-6,-5%,1%,-1%,0,-14,4%,2,-3%
O=C(Nc1ccc2[nH]c(=O)[nH]c2c1)c1ccc(Cl)c(Cl)c1,10%,9,0%,1%,1%,4,1,-2%,12,1%
CC(=O)Nc1nnc(SCC(=O)N2CCN(Cc3ccccc3)CC2)s1,4%,14,0%,-4%,-3%[46.1 µM],5,-16,0%,24,-2%
